APP 5UTR inh = inhibitors of APP translation via 5'UTR reporter, primary screen, APP 5'UTR luciferase, SH-SY5Y cells. SH-SY5Y APP 5'UTR-luciferase reporter, luminescence. inhibition, % at 2 µM. 190,000 compounds, 0.82% hits. AID 1285, 2008;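 active means inhibition above a set limit, derived from the sample mean plus 3 SD, cut at about 45% in these data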; further: values of inactives mirror those of a sister screen read the other way
Diaph act CS = compounds boosting diaphorase resazurin reduction – biochemical, uHTS, resorufin fluorescence, counter-screen for diaphorase-coupled primary assays, primary screen; 190,000 compounds, 0.005% hits; activation factor at 20 µM; Diaphorase/resazurin coupled assay, 16 min; active compounds read high; 1 = vehicle wells, 0 = NADH-free wells; AID 1229, 2008;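 active means diaphorase activity raised at least twofold by the compound at 20 µM; inactive means activation factor below 2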
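Material: purified diaphorase enzyme from Clostridium kluyveri; Also added: 0.114 mM NADH and 0.1 mM resazurin, final amounts; Doses: single compound dose of 20 µM, 1% DMSO final; Times: 16 min enzyme reaction, ambient temperature; Detection: resorufin fluorescence, excitation 544 nm, emission 590 nm; Measure: increased resorufin signal from activators or reducing compounds.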
STAT3 inh = IL-6 driven STAT3 reporter inhibitors, primary screen, U3A cells, luciferase, luminescence, MLSCN library. IL-6 STAT3-luciferase reporter; host cell line lacks STAT1. inhibition, % at 5.5 µM. 190,000 compounds, 0.89% hits;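 active means inhibition above the mean inhibition across all screened compounds plus 3 SD, cut at about 44% in these data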;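 further: 0% = DMSO only wells and 100% = 100 µM nifuroxazide control wells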
STAT1 act = STAT1 signaling activators, primary screen, cell-based, HTS, luciferase reporter; NIH 3T3 STAT1-luciferase reporter, IFN-gamma, luminescence; 100% = IFN-gamma alone, no compound; activation (% of control), % at 5.5 µM; 200,000 compounds, 2.6% hits;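 active means activation above the screen-wide mean activation plus 3 SD, cut at about 130% in these data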;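 further: raw ratio to IFN-gamma control signal so 100% means no change and 0% no light; values of inactives mirror those of a sister screen read the other way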
STAT3 activator = IL-6 driven STAT3 reporter potentiators, primary screen, U3A cells, luciferase, luminescence, MLSCN library; IL-6 STAT3-luciferase reporter; 100% = signal with IL-6 EC80 alone; activation (% of control), % at 5.6 µM; 190,000 compounds, 0.91% hits;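 active means activation above the screen-wide mean of compound activation plus 3 SD, cut at about 130% in these data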;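 further: 0% = background luminescence of wells with medium and substrate only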
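system = STAT3-luciferase reporter U3A cells | reagent = IL-6 stimulus at 33 ng/mL final | timing = 1 h compound pre-exposure, 6 h IL-6 stimulation, 37 °C | measured by = luminescence | evaluation = % activation versus median of IL-6-stimulated wells | control set = IL-6-only wells as 100% reference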
STAT1 inh = STAT1 signaling inhibitors, primary screen, cell-based, HTS, luciferase reporter; AID 920, 2007; NIH 3T3 STAT1-luciferase reporter, IFN-gamma, luminescence; 200,000 compounds, 0.35% hits; inhibition, % at 5.5 µM;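 active means inhibition above a set limit, the mean inhibition across all tested compounds plus 3 SD, cut at about 34% in these data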;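 further: 0% = IFN-gamma with DMSO and 100% = IFN-gamma with 300 µM nifuroxazide; values of inactives mirror those of a sister screen read the other way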
G6PDH counter = L. mesenteroides G6PDH inhibitors, counter-screen for G6PDH-coupled screening assays, biochemical, Leuconostoc mesenteroides enzyme; glucose-6-phosphate dehydrogenase [Leuconostoc mesenteroides]; Purified L. mesenteroides G6PDH, diaphorase/resazurin coupled fluorescence, 45 min; inhibition, % at 5 µM; 200,000 compounds, 0.12% hits; in the data active means inhibition above about 50%
Hsp70 act = Hsp70 transcriptional activators, primary screen, cell-based, HeLa, Hsp70 promoter luciferase, luminescence, 10 µM; 200,000 compounds, 0.04% hits; HeLa Hsp70 promoter luciferase reporter; scaled: vehicle 0, proteasome-inhibitor control 100%; AID 1203, 2008; activation, % at 10 µM;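 active means activation above the mean across all tested compounds plus 3 SD, cutoff set per campaign, cut at about 5.5% in these data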;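 further: 100% = MG132 at 30 µM as the positive control and 0% = DMSO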
Diaphorase inh = diaphorase inhibitors and chemical oxidizers, primary screen, counter-screen for diaphorase-coupled primary assays, biochemical, uHTS, resorufin fluorescence; diaphorase resazurin-to-resorufin fluorescence, NADH, 16 min; bacterial (C. kluyveri) enzyme, not human; inhibition, % at 20 µM; 190,000 compounds, 0.69% hits; AID 1217, 2008;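 active means primary screen inhibition at 20 µM above a set limit, cut at about 50% in these data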;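 further: plate controls were DMSO with full reaction for no effect and wells lacking NADH for full effect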
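Assay system – diaphorase enzyme from Clostridium kluyveri · Amount – diaphorase 0.14 U/mL (working solution) · Times – reaction incubation of 16 min at room temperature · Controls – No-NADH positive control and DMSO neutral control · Signal – resorufin fluorescence 544/590 nm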
TLR4-MyD88 BLA = inhibitors of TLR4-MyD88 association in cells, primary screen, cell-based, HeLa CL3-4, BLA complementation, FRET ratio; Toll-like receptor 4 (Homo sapiens) + Myeloid differentiation primary response protein …; HeLa CL3-4 TLR4/MyD88 BLA complementation; inhibition, % at 8.4 µM; 200,000 compounds, 0.18% hits; AID 861, 2007; in the data active means inhibition above about 25%;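 further: 0% = vehicle and 100% = reference inhibitor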
Target sequence (O00206 whole entry, looked up): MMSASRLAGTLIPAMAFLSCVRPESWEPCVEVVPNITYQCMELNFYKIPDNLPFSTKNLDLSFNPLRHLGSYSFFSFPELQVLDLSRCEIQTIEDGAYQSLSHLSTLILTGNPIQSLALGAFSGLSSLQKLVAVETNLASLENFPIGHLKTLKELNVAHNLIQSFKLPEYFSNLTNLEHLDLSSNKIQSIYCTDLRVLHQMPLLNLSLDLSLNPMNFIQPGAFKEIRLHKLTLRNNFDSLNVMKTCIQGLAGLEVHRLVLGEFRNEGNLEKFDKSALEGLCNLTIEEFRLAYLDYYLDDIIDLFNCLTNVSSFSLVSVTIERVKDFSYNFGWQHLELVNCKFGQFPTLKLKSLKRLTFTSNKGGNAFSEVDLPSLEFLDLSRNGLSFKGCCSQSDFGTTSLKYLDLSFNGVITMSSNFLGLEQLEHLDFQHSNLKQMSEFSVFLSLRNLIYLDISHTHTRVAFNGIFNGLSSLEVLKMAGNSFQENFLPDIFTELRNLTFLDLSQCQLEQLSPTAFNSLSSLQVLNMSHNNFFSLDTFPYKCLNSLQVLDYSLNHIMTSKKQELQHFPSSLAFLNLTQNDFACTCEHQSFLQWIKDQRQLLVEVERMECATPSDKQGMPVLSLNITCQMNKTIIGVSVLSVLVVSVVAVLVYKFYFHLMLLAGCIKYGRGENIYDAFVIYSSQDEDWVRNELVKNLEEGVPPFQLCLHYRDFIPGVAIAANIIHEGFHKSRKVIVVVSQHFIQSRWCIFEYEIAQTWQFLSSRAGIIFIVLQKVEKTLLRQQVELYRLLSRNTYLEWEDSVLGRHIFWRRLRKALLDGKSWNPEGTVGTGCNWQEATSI
Target sequence (Q99836 whole entry, looked up): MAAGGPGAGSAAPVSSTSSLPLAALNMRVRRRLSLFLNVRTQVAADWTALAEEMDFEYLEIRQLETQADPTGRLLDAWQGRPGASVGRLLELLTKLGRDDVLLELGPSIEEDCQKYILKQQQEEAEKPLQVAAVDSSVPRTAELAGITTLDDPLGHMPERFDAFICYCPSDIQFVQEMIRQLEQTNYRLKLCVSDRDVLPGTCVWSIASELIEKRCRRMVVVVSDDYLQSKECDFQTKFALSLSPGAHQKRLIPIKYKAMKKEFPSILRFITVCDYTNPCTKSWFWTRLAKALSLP
* hit, by the source's call; · = no result given.

SMILES	APP 5UTR inh	Diaph act CS	STAT3 inh	STAT1 act	STAT3 activator	STAT1 inh	G6PDH counter	Hsp70 act	Diaphorase inh	TLR4-MyD88 BLA
O=C(NC1(C(F)(F)F)NC(=O)N(c2ccc(F)cc2)C1=O)c1cccs1 (configuration not stated)	-18	0.9	-2	102	104	-2	4	-0.2	5	-1
O=C1CCCc2c1cc(C(=O)NCc1ccco1)c(=O)n2-c1ccc(Cl)cc1	11	0.7	-2	107	106	-8	8	-0.2	32	10
NC(=O)c1c(C(F)(F)F)cc(-c2ccccc2)nc1NCCO	-6	0.9	2	91	100	8	-4	-0.3	14	2
CCn1c(CCNC(=O)c2ccc(Cl)cc2)nnc1SCC(=O)NC1CCCC1	17	1.2	3	105	101	-5	22	-0.3	-19	10
O=C(Nc1cccc(C(=O)O)c1)Nc1ccccc1Cl	-65	1	89*	26	29	79*	-1	-0.5	2	-2
CC(=O)Nc1c(C(=O)N2CCOCC2)cnn1-c1ccc(C)c(C)c1	8	1	3	101	100	-1	13	-0.3	2	-5
COc1cc(/C=N/NC(N)=O)ccc1OCC(=O)Nc1cc(C)c(C)cc1Br	-4	1	2	104	101	-5	18	0.4	0	-2
O=C(Nc1ccsc1C(=O)NC1CC1)c1ccccc1	5	0.9	16	103	94	-7	-18	-0.1	9	0
CO/N=C/c1c(C(=O)OC)nn(-c2ccccc2)c1Cl	1	1.1	14	99	96	1	6	0.0	-5	-14
O=C1/C(=C/c2ccco2)N=C(N2CCCCC2)N1c1ccccc1	-5	0.9	-8	104	105	-4	5	-0.3	15	-1
Cc1ccc(OCC(=O)N(Cc2ccc(N(C)C)cc2)C2CCS(=O)(=O)C2)cc1 (configuration not stated)	-1	0.8	16	102	94	-2	2	-0.3	20	-16
Cc1ccccc1C(=O)NC1CCS(=O)(=O)C1 (configuration not stated)	-10	0.9	4	97	98	3	19	-0.3	12	5
O=C(Nc1ccc(N2CCOCC2)cc1)c1c(F)cccc1Cl	-2	0.9	9	111	95	-13	8	-0.3	14	-3
Cc1ccc(NC(=O)COC(=O)c2ccco2)cc1	-15	1	2	103	101	-5	16	-0.4	3	14
O=C(COC(=O)/C=C/c1ccc(S(=O)(=O)N2CCOCC2)cc1)NCc1ccc(F)cc1	0	0.9	-2	96	106	4	-1	0.2	9	1
CC(=O)N1CCc2cc(S(=O)(=O)CCC(=O)Nc3cccc(F)c3)ccc21	-8	0.9	1	97	100	3	3	-0.2	12	-2
O=C(C1CCC(CNS(=O)(=O)c2cccc3cccnc23)CC1)N1CCc2ccccc21 (configuration not stated)	7	0.9	-28	91	127	10	0	-0.4	9	-12
CCOc1ccc(S(=O)(=O)N(CC(=O)NCC(F)(F)F)Cc2ccco2)cc1	-1	0.9	17	100	92	0	7	0.2	9	-12
COc1ccc(NC(=O)C2CC(=O)N=C(N)S2)cc1 (configuration not stated)	5	0.9	3	102	101	-5	9	-0.5	7	4
CC(C(=O)N1CCOCC1)n1cc([N+](=O)[O-])cn1 (configuration not stated)	-19	1.1	4	102	101	-5	3	-0.2	-11	1
COC(=O)c1sc2ccccc2c1N	-20	1.1	4	103	96	-2	21	-0.2	-12	5
CCN(CC)c1ccc(/C=C/C(=O)C2C(=O)C=C(C)OC2=O)cc1 (configuration not stated)	-164	1	-16	138*	124	-43	2	-0.2	0	18
C=C(C)Cn1c(CNC(C)=O)nc2ccccc21	20	0.9	6	91	95	10	2	0.0	6	-7
Cc1ccc(S(=O)(=O)/N=C2/NC(=O)/C(=C/c3ccccn3)S2)cc1	-11	0.8	3	91	100	8	8	-0.2	18	1
CC(C)(Oc1ccc(Cl)cc1)C(=O)N1CCN(c2ccccn2)CC1	-9	0.8	-3	99	102	1	1	0.3	20	-3
NS(=O)(=O)c1ccc(CCn2c(=S)[nH]c3ccc(F)cc3c2=O)cc1	10	0.8	18	98	86	2	-1	-0.4	19	9
Cc1ccc(S(=O)(=O)NC(CC(=O)NC2CCCC2)c2ccco2)cc1 (configuration not stated)	15	1.1	-4	97	106	3	20	0.4	-13	-1
Cn1ncc2c(Nc3ccc4ccccc4c3)ncnc21	-81	0.9	2	145*	103	-50	3	0.3	12	-7
Cn1c(SCC(=O)Nc2ncc(C(F)(F)F)cc2Cl)nnc1-c1ccc(Cl)cc1	3	0.8	4	103	99	-3	5	0.0	17	-4
CSc1ccccc1NC(=O)N1CCC(CO)(CC2CCCCO2)CC1 (configuration not stated)	-23	·	-6	96	106	3	16	-0.1	·	-5
Cc1cccc(C(P(=O)(c2ccccc2)c2ccccc2)P(=O)(c2ccccc2)c2ccccc2)n1	-12	0.9	-10	108	104	-9	15	-0.4	7	1
O=C1COc2ccc(C(=O)NCc3ccco3)cc2N1	-6	0.9	-4	109	106	-8	-19	-0.3	7	6
O=C(NCc1ccc(F)cc1)c1noc2c1CCCCC2	-26	0.9	3	105	101	-8	0	-0.1	13	4
Cc1ccc(Cl)cc1NC(=O)c1ccccc1OCC(=O)Nc1ccc(Cl)cc1	2	0.9	-5	96	110	5	-27	0.1	5	2
COc1cccc(-c2ccc(=O)n(CC(=O)NCCN3CCOCC3)n2)c1	-23	1	4	103	99	-3	0	-0.1	3	-18
COc1ccc(S(=O)(=O)O/N=C2\CCSc3ccc(C)cc32)cc1	-1	0.8	16	92	89	9	-28	-0.3	22	-4
CN(Cc1cccs1)c1ncnc2sccc12	4	1.1	22	88	84	13	19	-0.4	-8	0
CC(C)CC(COCc1ccc(Cl)cc1)N1CCN(C(=O)c2cccc(C(F)(F)F)c2)CCC1=O (configuration not stated)	-13	0.8	-2	95	99	5	15	-0.1	18	-6
Cc1cc(-c2ccc(Br)s2)nc(-n2cccc2)n1	-12	0.7	-38	95	136*	2	-2	-0.2	31	5
Cc1cc(Cl)nc(Cl)c1C(=O)NC(=O)NCCC(C)C	-1	1	26	101	86	-2	2	0.0	4	1
O=C(c1cc(=O)c2ccccc2o1)N1CCCc2ccccc21	-18	0.9	-4	100	105	0	9	-0.3	14	-2
C/C(CCN1CCc2nc(-c3ccccc3)c(-c3ccccc3)cc2C1)=N\O[C@H](C)c1cn([C@H](CO)Cc2ccccc2)nn1	4	0.9	-15	106	110	-7	14	-0.4	12	-6
Cc1cc(C(=O)OCC(=O)Nc2ccccc2[N+](=O)[O-])c2ccccc2n1	6	0.9	11	88	93	13	-6	-0.3	11	-13
Cc1ccc(C2CC(c3cccs3)=NN2C(=O)c2ccc(Br)o2)cc1 (configuration not stated)	-27	0.9	-1	92	102	4	7	0.2	7	-1
COc1ccc(/C=C(\C#N)C(=O)Nc2cc(S(=O)(=O)N3CCCCC3)ccc2N2CCCCC2)cc1	-11	1	12	96	90	4	-1	-0.4	2	11
Cc1c(Nc2nc(-c3cccc([N+](=O)[O-])c3)cs2)c(=O)n(-c2ccccc2)n1C	-1	0.9	18	102	89	-4	7	0.0	14	-13
COc1ccc(/C=C/C(=O)CCC(=O)O)cc1	-44	1.1	4	119	107	-22	7	0.1	-12	-4
CCOc1ccc(NC(=O)CN2CCN(CC(=O)Nc3ccc(F)c(F)c3)CC2)cc1	-22	1	5	102	98	-3	-10	-0.3	-1	-10
Cc1ccc(-c2nnc(SCC(=O)NC3CCS(=O)(=O)C3)nc2-c2ccc(C)cc2)cc1 (configuration not stated)	21	0.8	5	105	95	-5	-2	-0.2	19	-4
CC(CN1CCCCC1)OC(=O)c1ccccc1Cl (configuration not stated)	-17	1	-4	108	110	-8	-1	-0.3	-2	-3
O=C(Nn1cnnc1)c1ccccc1-c1ccccc1	6	0.9	4	95	98	6	-17	-0.3	12	7
O=C(NCCCN1CCCC1=O)c1cccc(N2CCCC2=O)c1	-2	0.8	11	102	96	-2	1	-0.3	19	10
Cc1cncn1CCc1nc2c3ccccc3nc(=S)n2[nH]1	7	·	3	106	101	-6	·	0.6	·	4
O=C(Nc1ccccc1Sc1ccccc1)c1ccc(F)cc1	0	0.9	6	98	98	3	-1	-0.4	7	0
CCC(C)NCCOCCOc1ccc(Br)cc1C (configuration not stated)	-19	1	-3	96	104	4	7	-0.3	1	10
CN(C)c1ccc(C=C2C(=O)OC(C)(C)OC2=O)cc1	-11	0.9	-7	97	108	3	3	0.1	8	-1
Cc1ccccc1OCC1CNC(=O)O1 (configuration not stated)	9	0.9	7	101	97	-3	-1	-0.3	8	-1
CCN(CC)c1cc(C(F)(F)F)nc(-c2ccccn2)n1	-10	0.9	19	96	92	4	-3	-0.3	13	-6
CC(=O)C(Sc1nc(-c2ccc(F)cc2)nc2c1c(=O)n(C)c(=O)n2C)C(C)=O	-7	0.9	·	102	·	-3	6	0.3	9	2
COc1cc(/C=C2\SC(c3ccc(C)cc3)=NC2=O)cc(OC)c1O	-16	0.3	-1	98	110	-1	-67	0.0	66*	-3
(listing goes on)
SMILES	APP 5UTR inh	Diaph act CS	STAT3 inh	STAT1 act	STAT3 activator	STAT1 inh	G6PDH counter	Hsp70 act	Diaphorase inh	TLR4-MyD88 BLA
O=C(O)c1ccc(Br)cn1	-21	0.8	8	99	96	0	-2	-0.3	20	17
O=C(Nc1nnc(C2CCCC2)s1)C1CCN(S(=O)(=O)c2ccc(Cl)cc2)CC1	-10	0.9	7	98	99	3	3	-0.2	14	2
COc1cccc(-c2ccc(SCc3ccccn3)nn2)c1	-81	1	14	126	95	-28	-1	0.0	4	8
Cn1c(SCC(=O)Nc2ccc(F)cc2F)nnc1-c1cccnc1	11	0.8	1	106	99	-5	26	-0.5	20	10

Exported with two lines to a compound: part of the list above
The line under a structure holds: APP 5UTR inh | Diaph act CS | STAT3 inh | STAT1 act | STAT3 activator | STAT1 inh | G6PDH counter | Hsp70 act | Diaphorase inh | TLR4-MyD88 BLA
- COc1cccc(-c2ccc(SCc3ccccn3)nn2)c1
 : -81 | 1 | 14 | 126 | 95 | -28 | -1 | 0.0 | 4 | 8
- Cn1c(SCC(=O)Nc2ccc(F)cc2F)nnc1-c1cccnc1
 : 11 | 0.8 | 1 | 106 | 99 | -5 | 26 | -0.5 | 20 | 10

Rows are unselected; about 6.1% have a hit in one of these screens.
